EZH2 inh: blocks human EZH2/PRC2 H3K27 methylation; inhibition, % at 12.5 µM; DELFIA TRF, 1 h; Q15910; hit rate 0.35% among 57,000;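 active = mean inhibition of replicates at least 50% and every single replicate also reaching 50%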;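 note: dimethyl H3K27 on biotinylated H3 21-44 peptide detected by antibody; plate controls were median neutral control wells for no effect and median positive control wells for full effect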
IDH1 mut inh: inhibitors of human IDH1 R132H; hit rate 0.18% among 70,000; AID 624101; inhibition, % at 10 µM; IDH1 R132H reductase, diaphorase/resazurin fluorescence, 60 min; O75874; in the data active = inhibition above about 34%;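 note: 0% = DMSO and 100% = no enzyme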
Target sequence (O75874 whole entry R132H): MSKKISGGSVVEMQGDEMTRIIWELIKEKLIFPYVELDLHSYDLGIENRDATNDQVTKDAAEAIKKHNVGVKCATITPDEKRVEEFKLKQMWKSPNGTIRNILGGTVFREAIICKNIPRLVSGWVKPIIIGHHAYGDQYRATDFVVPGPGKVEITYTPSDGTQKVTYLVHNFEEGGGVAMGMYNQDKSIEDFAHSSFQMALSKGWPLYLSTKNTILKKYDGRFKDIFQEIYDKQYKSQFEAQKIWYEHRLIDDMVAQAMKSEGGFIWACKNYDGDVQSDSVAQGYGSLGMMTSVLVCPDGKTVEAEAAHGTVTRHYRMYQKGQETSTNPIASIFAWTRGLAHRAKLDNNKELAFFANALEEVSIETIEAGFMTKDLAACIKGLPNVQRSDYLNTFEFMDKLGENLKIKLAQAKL
* = called active by the depositor.

`C[C@H]1CN([C@@H](C)CO)S(=O)(=O)c2ccc(-c3ccccc3)cc2O[C@@H]1CN(C)C` gave EZH2 inh -3 and IDH1 mut inh -0.3.
O=C(O)CCCCCC(=O)N/N=C/c1ccncc1Br was read as EZH2 inh -51.
`CC(C)NC(=O)NCC[C@H]1CC[C@H](NC(=O)c2ccc(F)cc2)[C@H](CO)O1` gave EZH2 inh 4 and IDH1 mut inh 0.6.
COCC(=O)N1C[C@@H](C)[C@@H](OC)CN(C)C(=O)c2cc(NC(=O)Nc3ccccc3)ccc2OC[C@H]1C was read as EZH2 inh -3 and IDH1 mut inh 0.3.
CCCN(C)C[C@@H]1Oc2cc(C#CCOC)ccc2S(=O)(=O)N([C@@H](C)CO)C[C@@H]1C was read as EZH2 inh 1 and IDH1 mut inh 0.1.
Screening COc1ccc(S(=O)(=O)N(C(C)=O)c2ccc3oc4c(c3c2)CC(C)CC4)cc1[N+](=O)[O-] (stereo not given) returned EZH2 inh 0 and IDH1 mut inh 0.0.
Screening Cc1ccc(-c2cnc3c(c2)C(=O)N([C@H](C)CO)C[C@H](C)[C@H](CN(C)S(C)(=O)=O)O3)cc1 returned EZH2 inh -4 and IDH1 mut inh 4.4.
O=C(C[C@H]1C=C[C@H](NC(=O)CC2CC2)[C@H](CO)O1)NCc1ccc(Cl)cc1 was read as EZH2 inh 6 and IDH1 mut inh -0.2.
Screening C[C@@H]1CCCCO[C@@H](CN(C)C(=O)Nc2ccc(F)cc2)[C@H](C)CN([C@@H](C)CO)C(=O)c2cc(NS(=O)(=O)c3ccc(Cl)cc3)ccc2O1 returned IDH1 mut inh 1.8.
For CCCNC(=O)N(C)C[C@@H]1Oc2cc(-c3ccccc3)ccc2S(=O)(=O)N([C@@H](C)CO)C[C@@H]1C the results were IDH1 mut inh 0.0.
`C/C=C/c1ccc2c(c1)O[C@H](CN(C)C(=O)c1ccc(F)cc1)[C@@H](C)CN([C@H](C)CO)S2(=O)=O` gave EZH2 inh 0 and IDH1 mut inh -2.8.
C[C@@H]1CN([C@H](C)CO)C(=O)c2cc(NC(=O)Cc3ccccc3)ccc2O[C@H]1CN(C)C(=O)NC1CCCCC1 was read as EZH2 inh -3 and IDH1 mut inh -1.9.
Screening O=C(COc1ccc([N+](=O)[O-])cc1)Nc1ccc2oc(-c3ccc(F)cc3Cl)nc2c1 returned EZH2 inh 6 and IDH1 mut inh 0.0.
Cc1ccc(S(=O)(=O)Nc2ccc3c(c2)C(=O)N([C@@H](C)CO)C[C@@H](C)[C@H](CN(C)S(=O)(=O)c2ccccc2)OCCCC[C@@H](C)O3)cc1 was read as IDH1 mut inh -1.8.
Screening C[C@H]1CN([C@@H](C)CO)C(=O)c2cc(NC(=O)Nc3ccc(C(F)(F)F)cc3)ccc2O[C@@H]1CN(C)S(C)(=O)=O returned EZH2 inh -2.
For O=C(N[C@H]1CC[C@H](CCNS(=O)(=O)c2ccc(Cl)cc2)O[C@H]1CO)c1cnccn1 the results were EZH2 inh 4 and IDH1 mut inh 0.2.
For CO[C@@H]1CN(C)C(=O)c2ccc(NS(C)(=O)=O)cc2OC[C@@H](C)N(C(=O)CN(C)C)C[C@H]1C the results were EZH2 inh -1 and IDH1 mut inh 0.2.
`O=C(C[C@H]1CC[C@@H](NC(=O)C2CCOCC2)[C@H](CO)O1)NCc1ccccc1Cl` gave EZH2 inh -6 and IDH1 mut inh -0.2.
Screening COc1ccc(NC(=O)N(C)C[C@@H]2Oc3c(NS(=O)(=O)c4cccs4)cccc3C(=O)N([C@H](C)CO)C[C@@H]2C)cc1 returned IDH1 mut inh 0.5.
Screening CO[C@H]1CN(C)C(=O)c2ccc(NC(=O)NC(C)C)cc2OC[C@H](C)N(Cc2cncnc2)C[C@H]1C returned EZH2 inh 9 and IDH1 mut inh 0.4.
`O=C(NCC[C@H]1CC[C@@H](NC(=O)c2ccccc2F)[C@@H](CO)O1)c1ccc2c(c1)OCO2` gave EZH2 inh -4 and IDH1 mut inh 0.0.
`Cc1ccc(S(=O)(=O)N[C@H]2CC[C@@H](CCn3cc(C4(O)CCCC4)nn3)O[C@@H]2CO)cc1` gave EZH2 inh -4 and IDH1 mut inh 0.3.
CO[C@@H]1CN(C)C(=O)c2ccc(NC(=O)C3CCC3)cc2OC[C@@H](C)N(Cc2nccs2)C[C@@H]1C was read as EZH2 inh 2 and IDH1 mut inh 0.3.
Cc1ccc(NC(=O)CN(c2ccc(Cl)c(C(F)(F)F)c2)S(C)(=O)=O)cc1Cl was read as EZH2 inh 19 and IDH1 mut inh 0.2.
`O=C1CC2(CCCC2)CC(=O)N1CCCCNCC1COc2ccccc2O1` (stereo not given) gave IDH1 mut inh -0.2.
Screening COc1ccc(S(=O)(=O)N(C)C[C@@H]2Oc3ccc(NC(=O)Nc4ccc5c(c4)OCO5)cc3CC(=O)N([C@H](C)CO)C[C@H]2C)cc1 returned IDH1 mut inh -0.3.
Screening O=C(C[C@H]1CC[C@@H](NS(=O)(=O)c2cccc(F)c2)[C@H](CO)O1)N1CCCCC1 returned EZH2 inh 3 and IDH1 mut inh -0.6.
For C[C@H](CO)N1C[C@H](C)[C@@H](CN(C)Cc2ccc(Cl)c(Cl)c2)Oc2ccc(NC(=O)Cn3cnnn3)cc2CC1=O the results were EZH2 inh -13 and IDH1 mut inh -0.3.
`COc1ccc(-c2cn(CC[C@H]3CC[C@H](NC(=O)CCN4CCCCC4)[C@H](CO)O3)nn2)cc1` gave EZH2 inh -6 and IDH1 mut inh -0.1.
`C/C=C/c1cnc2c(c1)C(=O)N([C@@H](C)CO)C[C@@H](C)[C@@H](CN(C)S(=O)(=O)c1ccccc1F)O2` gave EZH2 inh 0 and IDH1 mut inh 2.4.
For COC(=O)C1=C(C)NC(C)=C(C(=O)OC)C1c1cc(Br)ccc1OCC(N)=O the results were EZH2 inh 8 and IDH1 mut inh -0.3.
Screening COCC#Cc1cnc2c(c1)C(=O)N([C@H](C)CO)C[C@@H](C)[C@@H](CN(C)C(=O)CN1CCOCC1)O2 returned EZH2 inh -3 and IDH1 mut inh 0.1.
`C[C@@H]1CN([C@H](C)CO)C(=O)Cc2cc(NS(C)(=O)=O)ccc2O[C@@H]1CN(C)Cc1ccncc1` gave EZH2 inh 12.
Screening C[C@@H]1CN([C@H](C)CO)C(=O)c2cc(NC(=O)C3CC3)ccc2O[C@H]1CN(C)CC1CCCCC1 returned EZH2 inh 1 and IDH1 mut inh 0.2.
COc1ccc(NC(=O)N(C)C[C@@H]2Oc3ncc(C#C[C@@H](C)O)cc3C(=O)N([C@@H](C)CO)C[C@H]2C)cc1 was read as EZH2 inh 11.
Screening COc1ccc(S(=O)(=O)N(C)C[C@@H]2Oc3ccc(NC(=O)C4CC4)cc3C(=O)N([C@@H](C)CO)C[C@@H]2C)cc1 returned EZH2 inh -1 and IDH1 mut inh 3.1.
For C[C@H](CO)N1C[C@H](C)[C@@H](CN(C)C(=O)C2CCC2)Oc2cc(C3=CCCCC3)ccc2S1(=O)=O the results were EZH2 inh 6.
Screening O=C(C[C@@H]1C=C[C@@H](NC(=O)C2CC2)[C@@H](CO)O1)NCCCN1CCOCC1 returned EZH2 inh 3 and IDH1 mut inh 0.3.
CC(=O)NCCCN(CCCCN(CCCNC(=O)/C=C/c1ccc(O)cc1)C(C)=O)C(=O)/C=C/c1ccc(O)cc1 was read as IDH1 mut inh -0.2.
For C[C@@H]1CN([C@@H](C)CO)C(=O)c2cc(NS(=O)(=O)c3cn(C)cn3)ccc2O[C@@H](C)CCCCO[C@@H]1CN(C)C(=O)NC1CCCCC1 the results were IDH1 mut inh -14.

Retrieved by structure from the entries so far, 4 records:
`O=C(C[C@H]1CC[C@@H](NC(=O)C2CCOCC2)[C@H](CO)O1)NCc1ccccc1Cl` gave EZH2 inh -6 and IDH1 mut inh -0.2.
Screening Cc1ccc(-c2cnc3c(c2)C(=O)N([C@H](C)CO)C[C@H](C)[C@H](CN(C)S(C)(=O)=O)O3)cc1 returned EZH2 inh -4 and IDH1 mut inh 4.4.
Screening O=C(C[C@H]1CC[C@@H](NS(=O)(=O)c2cccc(F)c2)[C@H](CO)O1)N1CCCCC1 returned EZH2 inh 3 and IDH1 mut inh -0.6.
Cc1ccc(NC(=O)CN(c2ccc(Cl)c(C(F)(F)F)c2)S(C)(=O)=O)cc1Cl was read as EZH2 inh 19 and IDH1 mut inh 0.2.

Next part.
O=C(NCC[C@H]1CC[C@@H](NS(=O)(=O)Cc2ccccc2)[C@@H](CO)O1)C1CC1 was read as EZH2 inh 0 and IDH1 mut inh 0.0.
`CO[C@H]1CN(C)C(=O)c2cc(NS(C)(=O)=O)ccc2OC[C@@H](C)N(C(=O)NC(C)C)C[C@@H]1C` gave EZH2 inh 0.
Screening C[C@@H](O)C#Cc1cnc2c(c1)C(=O)N([C@@H](C)CO)C[C@H](C)[C@H](CN(C)C(=O)c1ccncc1)O2 returned EZH2 inh -5 and IDH1 mut inh 1.3.
`CCCNC(=O)Nc1ccc2c(c1)C(=O)N(C)C[C@H](OC)[C@@H](C)CN(C(=O)C1CCC1)[C@H](C)CO2` gave EZH2 inh -2 and IDH1 mut inh 0.1.
Screening COc1ccc(CNC(=O)CCn2c(=O)c3sccc3n(Cc3cc(C)ccc3C)c2=O)cc1 returned EZH2 inh -18 and IDH1 mut inh 0.5.
Cc1cccc(C)c1NC(=O)COc1cc(O)c2c(=O)cc(-c3ccccc3)oc2c1 was read as EZH2 inh 3 and IDH1 mut inh -0.2.
`COc1ccc(C(=O)N(Cc2nc(-c3ccc(C)cc3)no2)C2CCCCC2)cc1OC` gave EZH2 inh 3 and IDH1 mut inh -0.4.
For COc1ccccc1C#Cc1cnc2c(c1)C(=O)N([C@@H](C)CO)C[C@H](C)[C@H](CN(C)S(=O)(=O)c1cn(C)cn1)O2 the results were EZH2 inh -2 and IDH1 mut inh 0.1.
Screening COCC(=O)Nc1ccc2c(c1)[C@H]1C[C@@H](CC(=O)N3CCN(C)CC3)O[C@H](CO)[C@H]1O2 returned EZH2 inh 18 and IDH1 mut inh -0.3.
`COc1cc(NC(=O)COc2ccc(Br)cc2)ccc1NC(=O)c1cc2ccccc2o1` gave EZH2 inh -6 and IDH1 mut inh -0.2.

The final 2 compounds of the section above open the next one:
Screening COCC(=O)Nc1ccc2c(c1)[C@H]1C[C@@H](CC(=O)N3CCN(C)CC3)O[C@H](CO)[C@H]1O2 returned EZH2 inh 18 and IDH1 mut inh -0.3.
`COc1cc(NC(=O)COc2ccc(Br)cc2)ccc1NC(=O)c1cc2ccccc2o1` gave EZH2 inh -6 and IDH1 mut inh -0.2.
Screening COc1ccc(CN(C)C[C@@H]2Oc3ccc(NS(=O)(=O)c4ccc(C)cc4)cc3C(=O)N([C@H](C)CO)C[C@@H]2C)cc1 returned EZH2 inh 16 and IDH1 mut inh 0.3.
Screening C[C@@H]1CN([C@H](C)CO)C(=O)c2cc(Br)cnc2O[C@H]1CN(C)C(=O)Cc1ccncc1 returned EZH2 inh 3.
`Cc1ccccc1-c1cnc2c(c1)C(=O)N([C@@H](C)CO)C[C@@H](C)[C@H](CN(C)C(=O)CN(C)C)O2` gave EZH2 inh -8 and IDH1 mut inh -0.3.
For CC(/C=C/C(=O)NO)=C\c1cccc(OCc2ccc(COc3ccc4ccncc4c3)cc2)c1 the results were EZH2 inh 9 and IDH1 mut inh -0.2.
CCC(C)c1c(O)nc(SCC(=O)Nc2ccccc2)[nH]c1=O (stereo not given) was read as EZH2 inh 7 and IDH1 mut inh 0.2.
`COc1cccc2c(=O)c(CCC(=O)O)c(C)[nH]c12` gave EZH2 inh 9 and IDH1 mut inh 0.3.
`Cc1ccc(S(=O)(=O)N(C)C[C@H]2Oc3c(NC(=O)C4CCCCC4)cccc3C(=O)N([C@@H](C)CO)C[C@@H]2C)cc1` gave EZH2 inh -15 and IDH1 mut inh 0.7.
Screening C[C@@H]1CN([C@@H](C)CO)S(=O)(=O)c2ccc(C#Cc3ccccc3F)cc2O[C@H]1CN(C)CC1CC1 returned EZH2 inh 42 and IDH1 mut inh -5.0.
`CC(C)NC(=O)N[C@@H]1CC[C@@H](CC(=O)NC2Cc3ccccc3C2)O[C@@H]1CO` gave EZH2 inh -31 and IDH1 mut inh 0.2.
Screening C/C=C/c1cnc2c(c1)C(=O)N([C@H](C)CO)C[C@@H](C)[C@@H](CN(C)S(=O)(=O)c1ccccc1)O2 returned EZH2 inh -5 and IDH1 mut inh 7.9.

By substructure: those above containing a CF3 group
Screening C[C@H]1CN([C@@H](C)CO)C(=O)c2cc(NC(=O)Nc3ccc(C(F)(F)F)cc3)ccc2O[C@@H]1CN(C)S(C)(=O)=O returned EZH2 inh -2.
Cc1ccc(NC(=O)CN(c2ccc(Cl)c(C(F)(F)F)c2)S(C)(=O)=O)cc1Cl was read as EZH2 inh 19 and IDH1 mut inh 0.2.

New compounds follow
CCN(CC)CCOC(=O)C(Cc1cccc2ccccc12)CC1CCCO1 (stereo not given) was read as IDH1 mut inh -3.8.
CO[C@@H]1CN(C)C(=O)c2cc(NC(=O)c3ccccc3F)ccc2OC[C@@H](C)N(CC2CC2)C[C@H]1C was read as EZH2 inh -7 and IDH1 mut inh -0.3.
`C[C@H](O)C#Cc1ccc2c(c1)O[C@@H](CN(C)C(=O)Cc1ccccn1)[C@H](C)CN([C@H](C)CO)S2(=O)=O` gave EZH2 inh -16 and IDH1 mut inh -0.3.
C=C(CO)[C@]1(O)C[C@@]2(C)C(=CC1=O)C=C[C@@H](O)[C@@H]2C was read as EZH2 inh 17 and IDH1 mut inh 0.0.
For C[C@@H]1CN([C@H](C)CO)C(=O)c2cc(NC(=O)CCC(F)(F)F)ccc2O[C@@H]1CN(C)C(=O)Nc1ccc2c(c1)OCO2 the results were EZH2 inh -2 and IDH1 mut inh 0.6.
`C[C@@H]1CCCCO[C@H](CN(C)S(=O)(=O)c2ccc(Cl)cc2)[C@H](C)CN([C@@H](C)CO)C(=O)c2cc(NC(=O)CCC(F)(F)F)ccc2O1` gave IDH1 mut inh 1.3.
C[C@@H]1CCCCO[C@H](CN(C)C(=O)Cc2ccccc2)[C@@H](C)CN([C@@H](C)CO)C(=O)c2cc(NS(=O)(=O)c3ccc(F)cc3)ccc2O1 was read as IDH1 mut inh -0.4.

Screening results as filed in PubChem BioAssay.

These rows are one share of the data; rates above refer to the full screens.
